IL2 activator: qHTS of IL-2 Activators. 360,000 tested, 0.065% active. IL-2 activation reporter assay, cell-based qHTS; stimulated with anti-CD3/CD4/CD28 beads; in transgenic mouse T cells. activation, % (series mostly up to about 46 µM). AID 652025, 2013; in the data active = activation above about 50%; inconclusive = mostly about 30% to 49%; also: 0% is about no effect
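Unstimulated transgenic mouse T cells, 750 per well, received compound and, after 60 minutes, anti-CD3/anti-CD4 bead plus anti-CD28 stimulation. EGFP and DsRed were quantified after 18 hours.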
Abeta yeast res: qHTS for compounds that reverse cellular toxicity of Amyloid beta (A-beta) peptide in yeast: Primary Screen; Potency, µM (series often up to 46.1 µM), inactives show at the highest dose growth rescue, most hits filed as activators; yeast expressing A-beta42, growth rescue, OD600, 48 h; response scale: 0% DMSO, 100% iron-clioquinol control; 410,000 tested, 0.063% active; also: potency is read from the fitted curve at half-maximal effect; nearly all actives have a fitted effect of over 55% in size
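Growth rescue measured by 600 nm absorbance after 48 h yeast culture at 30 C with compound. Values normalized between DMSO and an equimolar ferric chloride plus clioquinol control.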
PLK1 PBD block: qHTS for Inhibitors of PLK1-PDB (polo-like kinase 1 - polo-box domain): Primary Screen. Plk1 PBD binding of FITC phosphopeptide, fluorescence polarization. Potency, µM, without a hit: max response, negative = inhibition, usual class: inhibitors. 360,000 tested, 2.8% active. AID 720504, 2013; also: potency is read from the fitted curve at half-maximal effect; series mostly up to about 57 µM; % is scaled to controls: 0 for no effect and ±100 for the full control effect; nearly all actives have a fitted effect of over 65% in size
WRN helicase inh: qHTS for Inhibitors of WRN Helicase; Bifunctional 3'-5' exonuclease/ATP-dependent helicase WRN (Homo sapiens), Q14191; WRN helicase unwinding, fluorescent forked duplex, kinetic; Potency, µM (doses to about 114 µM), for the others: at the top dose activity change, negative = inhibition, usual class: inhibitors; 360,000 tested, 0.46% active; also: potency is read from the fitted curve at half-maximal effect; % is scaled to controls: 0 for no effect and ±100 for the full control effect; nearly all actives have a fitted effect of over 55% in size
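Kinetic red-fluorescence monitoring (525/598 nm) tracks WRN helicase activity after 100 nM fluorophore-quencher forked duplex and 2 mM ATP are added to 20 nM enzyme pretreated 15 min at room temperature with compound.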
EPAC1 antag: qHTS for Antagonist of cAMP-regulated guanine nucleotide exchange factor 3 (EPAC1): primary screen; Rap guanine nucleotide exchange factor 3 (Homo sapiens), O95398; EPAC1 GEF assay, Rap1b-BODIPY-GDP exchange fluorescence; Potency, µM (highest dose often 115 µM), for inactives: at the highest dose activity change, negative = inhibition, actives largely listed as inhibitors; 360,000 tested, 0.14% active;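 also: potency is read from the fitted curve at half-maximal effect; plate controls were vehicle for no effect and positive control for full effect; nearly all actives have a fitted effect of over 50% in size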
FUS suppressor: qHTS for Suppressors of FUS Proteinopathy: Primary screen using FUS-linked yeast assay; S. cerevisiae FUS-expressing, growth rescue, OD600, 24 h; Potency, µM (highest dose often 76.6 µM), for inactives: top-dose growth rescue (activation), most hits filed as activators; 390,000 tested, 0.24% active; AID 1347120, 2019;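 also: potency is read from the fitted curve at half-maximal effect; plate controls were DMSO vehicle for no effect and reference control for full effect; nearly all actives have a fitted effect of over 55% in size; some results filed as inactive show a strong effect at the top dose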
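Yeast FUS proteinopathy model; galactose-induced FUS (2%), starting OD 0.005. Cpds in dilution series, 24hr, 30C, 99% humidity. Abs 600 nm growth. Pos ctrl CP55940 (top 92uM final); neg ctrl DMSO.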
EPAC1 agonist: qHTS for Agonist of cAMP-regulated guanine nucleotide exchange factor 3 (EPAC1): primary screen | Rap guanine nucleotide exchange factor 3 (Homo sapiens), O95398 | EPAC1 agonist qHTS, biochemical assay; response scale: 100% = response to 6.5 mM cAMP | Potency, µM (top dose mostly 154 µM), for the others: at the top dose activation, actives largely listed as activators | 360,000 tested, 0.073% active; also: potency is read from the fitted curve at half-maximal effect; nearly all actives have a fitted effect of over 60% in size
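Read-out is the fluorescence drop as BODIPY-GDP leaves Rap1B (480 nm excitation, 540 nm emission), recorded every 5 minutes over 30 minutes. Reactions held 100 nM EPAC1, 250 nM Rap1B–BODIPY-GDP and 50 uM GDP, with 6.5 mM cAMP setting full activation.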
PI5P4Ka inh: qHTS for Inhibitors of phosphatidylinositol 5-phosphate 4-kinase (PI5P4K) | Phosphatidylinositol 5-phosphate 4-kinase type-2 alpha (Homo sapiens), P48426 | PI5P4Kalpha enzyme, ADP-Glo luminescence, 60 min; active compounds read low | max response, % | 330,000 tested, 1.2% active | AID 652105, 2013; active = max response of -50% or lower; inconclusive = between -30% and -50%; inactive = -30% or higher; also: value at the top dose of about 77 µM; % is scaled to controls: 0 for no effect and ±100 for the full control effect
Target sequence (P48426 whole entry, looked up): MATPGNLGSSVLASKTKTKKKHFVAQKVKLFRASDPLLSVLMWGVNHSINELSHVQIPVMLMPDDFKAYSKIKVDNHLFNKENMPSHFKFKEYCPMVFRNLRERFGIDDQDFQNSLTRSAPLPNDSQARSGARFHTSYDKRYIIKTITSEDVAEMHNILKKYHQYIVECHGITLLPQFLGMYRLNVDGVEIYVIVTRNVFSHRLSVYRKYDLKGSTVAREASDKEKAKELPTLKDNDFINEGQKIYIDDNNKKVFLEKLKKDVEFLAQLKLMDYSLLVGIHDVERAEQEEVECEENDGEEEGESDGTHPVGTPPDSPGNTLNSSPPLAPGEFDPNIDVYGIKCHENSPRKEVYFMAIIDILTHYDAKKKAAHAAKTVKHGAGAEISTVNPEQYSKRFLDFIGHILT
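Enzyme plus substrate dispensed, test compounds pinned in, then ATP (5 microM final) added. After 60 min at RT, ADP-Glo reagent 1 for 45 min and reagent 2 for 30 min preceded luminescence imaging.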
* = called active by the depositor; ? = inconclusive; nt = no result given; [ ] = dose if it differs, or a comment. Unless noted, calls follow the shape of the dose curve; as a rule, active = well fitted curve in the direction sought with a large enough effect; inconclusive = small, poorly fitted or top-dose-only effect, or another doubt; inactive = no such curve, though single readings can be large; an effect the other way counts as inactive or inconclusive.

SMILES	IL2 activator	Abeta yeast res	PLK1 PBD block	WRN helicase inh	EPAC1 antag	FUS suppressor	EPAC1 agonist	PI5P4Ka inh
CCc1nc2c(OCC(=O)C(C)(C)C)cccn2c1N(C=O)CC(=O)N(C)C	-0.2	-18.5%	-9.0%	7.7%	6.1%	-10.9%	-2.4%	-0.1
CC1(c2ccccc2)NC(=O)N(CC(=O)Nc2cc3c(cc2Br)OCCO3)C1=O (stereo unspecified)	0.3	11.0%	-1.2%	-10.4%	-8.8%	18.6%	10.9%	-4.7
COc1cc(OC)cc(-c2c(C#Cc3ccsc3)c3cc(-c4ccc(OC)nc4)ccc3n2C)c1	-1.2	-5.2%	-13.4%	-20.5%	-8.2%	20.8%	-6.9%	1.0
Cn1c(=O)c([N+](=O)[O-])c(NCc2ccccc2)c2ccccc21	-0.3	8.9%	-1.6%	-9.1%	12.1%	-2.6%	-4.8%	-5.8
COc1ccccc1C(=O)NCCN=C1NS(=O)(=O)c2ccccc21	-0.4	-0.4%	0.5%	3.3%	13.0%	16.8%	2.4%	0.3
O=c1[nH]c(=O)c2nc(-c3ccc(Cl)cc3)cnc2[nH]1	0.7	-20.8%	-11.6%	-19.1%	-15.2%	26.5%	6.5%	?
COCCCN(C(=S)NC(=O)C(C)(C)C)c1c(N)n(Cc2ccccc2)c(=O)[nH]c1=O	-2.3	-8.6%	?	-3.0%	-3.1%	20.4%	-5.1%	-14.4
O=C(Nc1ccccc1Cl)c1ccc(-n2cccn2)c([N+](=O)[O-])c1	-0.6	?	-13.9%	-18.8%	-0.7%	22.6%	0.9%	-22.2
CC(CNC(=O)c1ccccc1Cl)c1ccccc1 (stereo unspecified)	0.3	-13.4%	1.5%	1.3%	9.1%	-11.5%	3.1%	1.8
C=CCN1C(=O)C(Cc2cccc(C)c2)SC1=Nc1ccc(C(=O)O)cc1 (stereo unspecified)	-2.2	-13.8%	-5.1%	-5.8%	-1.0%	10.7%	1.4%	nt
COC(=O)c1c(NC(=O)C2CC2)sc(C(=O)Nc2ccccc2)c1C	-0.6	-9.4%	26.7µM*	-6.2%	-22.4%	4.0%	9.5%	0.8
C/C=C/c1ccc(OCC(=O)O)c(OC)c1	-0.7	0.7%	-5.9%	-3.7%[11.6 µM]	0.8%	0.6%	4.6%	-2.7
COc1ccccc1C(C(=O)c1ccccc1)c1ccc2ccccc2c1 (stereo unspecified)	0.3	9.8%	-11.4%	-4.4%	-6.6%	10.4%	18.0%	18.6
O=C(CN1CCN(c2ccc(F)cc2)CC1)N(C1CCCC1)C1CCS(=O)(=O)C1 (stereo unspecified)	0.0	-5.2%	-6.8%	-30.7%	-8.6%	9.9%	0.1%	4.2
O=C(Cc1ccc([N+](=O)[O-])cc1)Nc1ccc(O)cc1C(=O)O	6.2	0.9%	-5.5%	-2.8%	6.7%	16.3%	-0.2%	-13.5
Cc1c(C(=O)Nc2ccccc2)sc2nc3n(c(=O)c12)CCCCC3	0.9	-29.3%	-9.0%	-4.8%	?	5.3%	6.4%	5.6
CCOc1nc(Nc2ccc(OC)cc2OC)nc(OCC)n1	-0.5	-3.8%	-12.0%	0.6%	-13.6%	-4.4%	5.0%	-8.0
COc1ccc(-c2cc(C(=O)N3CCCc4ccccc43)no2)cc1OC	0.3	-10.1%	0.6%	-19.5%	-2.9%	?	16.3%	nt
CC(=O)c1ccc(NC(=O)CSc2ccc3nnc(-c4ccccn4)n3n2)cc1	-3.5	-1.5%	-5.7%	6.1%	15.9%	21.8%	4.0%	-16.6
Cc1ccc(C(=O)NC(C)c2ccc(-n3ccnc3)cc2)cc1S(=O)(=O)N1CCOCC1 (stereo unspecified)	0.9	-3.9%	-5.2%	-11.5%	6.4%	?	-2.2%	-6.7
Cc1cccc(C)c1NC(=O)N1C2CCC1CC(O)(c1cccnc1)C2 (stereo unspecified)	-0.9	9.0%	5.5%	-6.4%	-3.0%	-12.5%	0.5%	-1.5
COCCCC1CCN(C(=O)C2CCC(=O)N(Cc3cccc(F)c3)C2)CC1 (stereo unspecified)	-1.1	15.0%	-8.7%	4.3%	-6.0%	-6.9%	0.8%	-1.1
COC(=O)c1ccccc1NC(=O)CCC(=O)N1CC(C)Oc2ccc(C)cc21 (stereo unspecified)	-1.7	19.6%	2.2%	0.4%	-0.6%	26.2%	-2.3%	7.6
CC(=O)Nc1ccc(CN2C(=O)C(C)(C)ON=C2c2ccc(C(F)(F)F)cc2)cc1	1.3	-10.9%	-13.8%	10.3%[57.1 µM]	-30.0%	8.3%	16.1%	8.0
Cc1ccc(S(=O)(=O)N2CCCC(C(=O)N3CCN(c4ccccc4)CC3)C2)cc1 (stereo unspecified)	-4.5	-64.7%[inhibitor]	-0.7%	-5.8%	-20.7%	nt	-3.5%	-6.6
N#CC1=C(SCC(=O)c2ccccc2)NC2=C(C(=O)CCC2)C1c1ccco1 (stereo unspecified)	-2.8	-22.6%	?	-24.1%[57.1 µM]	2.3%	42.6%	0.0%	-17.4

Some of the entries so far, with each value named.
SMILES: Cc1ccc(C(=O)NC(C)c2ccc(-n3ccnc3)cc2)cc1S(=O)(=O)N1CCOCC1 (stereo unspecified)
  IL2 activator = 0.9 | Abeta yeast res = -3.9% | PLK1 PBD block = -5.2% | WRN helicase inh = -11.5% | EPAC1 antag = 6.4% | FUS suppressor = ? | EPAC1 agonist = -2.2% | PI5P4Ka inh = -6.7

SMILES: Cc1cccc(C)c1NC(=O)N1C2CCC1CC(O)(c1cccnc1)C2 (stereo unspecified)
  IL2 activator = -0.9 | Abeta yeast res = 9.0% | PLK1 PBD block = 5.5% | WRN helicase inh = -6.4% | EPAC1 antag = -3.0% | FUS suppressor = -12.5% | EPAC1 agonist = 0.5% | PI5P4Ka inh = -1.5

SMILES: COCCCC1CCN(C(=O)C2CCC(=O)N(Cc3cccc(F)c3)C2)CC1 (stereo unspecified)
  IL2 activator = -1.1 | Abeta yeast res = 15.0% | PLK1 PBD block = -8.7% | WRN helicase inh = 4.3% | EPAC1 antag = -6.0% | FUS suppressor = -6.9% | EPAC1 agonist = 0.8% | PI5P4Ka inh = -1.1

SMILES: COC(=O)c1ccccc1NC(=O)CCC(=O)N1CC(C)Oc2ccc(C)cc21 (stereo unspecified)
  IL2 activator = -1.7 | Abeta yeast res = 19.6% | PLK1 PBD block = 2.2% | WRN helicase inh = 0.4% | EPAC1 antag = -0.6% | FUS suppressor = 26.2% | EPAC1 agonist = -2.3% | PI5P4Ka inh = 7.6

Looked up by compound from above (three):
SMILES	IL2 activator	Abeta yeast res	PLK1 PBD block	WRN helicase inh	EPAC1 antag	FUS suppressor	EPAC1 agonist	PI5P4Ka inh
Cc1ccc(C(=O)NC(C)c2ccc(-n3ccnc3)cc2)cc1S(=O)(=O)N1CCOCC1 (stereo unspecified)	0.9	-3.9%	-5.2%	-11.5%	6.4%	?	-2.2%	-6.7
Cn1c(=O)c([N+](=O)[O-])c(NCc2ccccc2)c2ccccc21	-0.3	8.9%	-1.6%	-9.1%	12.1%	-2.6%	-4.8%	-5.8
CC(=O)Nc1ccc(CN2C(=O)C(C)(C)ON=C2c2ccc(C(F)(F)F)cc2)cc1	1.3	-10.9%	-13.8%	10.3%[57.1 µM]	-30.0%	8.3%	16.1%	8.0

Screens deposited in PubChem by National Center for Advancing Translational Sciences (NCATS).
